JNK3 blocker – inhibitors of human JNK3 kinase; P53779; purified JNK3 kinase activity, HTS; inhibition, % at 8 µM; 60,000 tested, 0.61% active; AID 746; in the data active = inhibition above about 17%;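 also: 0% = DMSO and 100% = reference inhibitor; many of its hits are not listed in these tables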
Target sequence (P53779 whole entry, looked up): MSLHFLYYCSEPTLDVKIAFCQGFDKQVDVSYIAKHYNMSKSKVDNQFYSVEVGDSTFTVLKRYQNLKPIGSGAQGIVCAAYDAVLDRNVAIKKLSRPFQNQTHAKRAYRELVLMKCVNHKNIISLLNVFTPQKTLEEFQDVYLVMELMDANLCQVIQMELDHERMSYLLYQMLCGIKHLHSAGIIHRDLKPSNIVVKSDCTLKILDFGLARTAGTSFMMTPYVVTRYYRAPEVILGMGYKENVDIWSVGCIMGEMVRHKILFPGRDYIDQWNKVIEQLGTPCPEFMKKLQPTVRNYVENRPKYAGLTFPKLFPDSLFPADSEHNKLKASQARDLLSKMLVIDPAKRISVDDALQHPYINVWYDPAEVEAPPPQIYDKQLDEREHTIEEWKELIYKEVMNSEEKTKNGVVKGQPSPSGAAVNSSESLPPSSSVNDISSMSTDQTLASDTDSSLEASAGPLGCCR
Cathepsin G inh – cathepsin G (human) inhibition; 62,000 tested, 0.2% active; P08311; inhibition, % at 5 µM (by protocol); purified enzyme, AMC-tetrapeptide fluorescence, pooled mixtures;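 active = inhibition above 20% in each of the two mixture wells holding the compound; inactive = inhibition of 20% or less in either well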;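 also: 0% = enzyme control without mixture and 100% = blank lacking enzyme; strong numbers were not always called active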
C1s block – blocks human complement C1s protease activity. mean inhibition % of two 10-compound mixtures (active compounds read high), % at 5 µM (by protocol). AID 538. purified C1s, fluorogenic AMC substrate, pooled mixtures. 62,000 tested, 0.16% active. P09871;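 active = inhibition above 20% in each of the two 10-compound mixture wells holding the compound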;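 also: 0% = enzyme wells lacking compound mixture and 100% = no-enzyme blank wells; some compounds called inactive have numbers as strong as hits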
ROCK2 blocker – ROCK2 (human) kinase inhibition. purified ROCK2, Kinase-Glo ATP depletion luminescence. O75116. AID 604. inhibition, % at 6 µM. 60,000 tested, 0.35% active;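 active = inhibition above the screen-wide mean inhibition plus 3 SD, cut at about 18% in these data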;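 also: plate controls were DMSO wells for no effect and Y-27632 control wells after no-enzyme background subtraction for full effect; many of its hits are not listed in these tables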
PKA inh – blocks human protein kinase A activity | 65,000 tested, 0.1% active | PKA Kemptide phosphorylation, Kinase-Glo ATP luminescence | inhibition, % at 6 µM;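 active = inhibition above the screen-wide mean inhibition plus 3 SD, cut at about 21% in these data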; also: many of its hits are not listed in these tables
FXIa inh mix – blocks human factor XIa in pooled compound mixtures | P03951 | 62,000 tested, 0.19% active | purified FXIa, fluorogenic substrate | inhibition, % at 5 µM | AID 680;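 also: each value is inhibition by a whole ten-compound pool holding the compound; 0% = enzyme with no mixture and 100% = wells lacking enzyme; strong numbers were not always called active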
FXIIa mix inh – blocks human factor XIIa in pooled compound mixtures; 62,000 tested, 0.2% active; purified FXIIa, fluorogenic substrate; AID 684; inhibition, % at 5 µM; P00748;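 also: 0% = enzyme without compound and 100% = no enzyme blank; some results filed as inactive read as strong as hits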
Target sequence (P00748 20-372 limits assumed): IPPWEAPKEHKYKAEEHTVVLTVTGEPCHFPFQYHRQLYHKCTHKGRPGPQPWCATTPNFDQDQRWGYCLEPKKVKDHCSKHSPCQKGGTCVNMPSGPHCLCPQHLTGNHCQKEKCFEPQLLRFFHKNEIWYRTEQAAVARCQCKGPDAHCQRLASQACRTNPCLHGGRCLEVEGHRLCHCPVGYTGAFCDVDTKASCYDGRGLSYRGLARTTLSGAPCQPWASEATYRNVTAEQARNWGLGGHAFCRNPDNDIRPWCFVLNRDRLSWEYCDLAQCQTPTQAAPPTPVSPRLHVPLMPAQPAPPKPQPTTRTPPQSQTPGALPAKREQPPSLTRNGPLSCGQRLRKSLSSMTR
Target sequence (P00748 373-615 limits assumed): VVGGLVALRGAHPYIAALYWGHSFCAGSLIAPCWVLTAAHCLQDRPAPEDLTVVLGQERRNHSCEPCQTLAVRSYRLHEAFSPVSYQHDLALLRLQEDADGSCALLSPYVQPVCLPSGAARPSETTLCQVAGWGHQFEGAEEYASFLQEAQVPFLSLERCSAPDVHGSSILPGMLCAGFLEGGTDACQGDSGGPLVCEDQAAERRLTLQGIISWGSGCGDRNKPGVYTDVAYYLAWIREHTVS
CatL inh – inhibitors of human cathepsin L; purified cathepsin L, fluorogenic substrate, fluorescence; inhibition, %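 (tested at 10 µM)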; 58,000 tested, 0.17% active; in the data active = inhibition above about 45%;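 also: 0% = enzyme with no compound and 100% = no enzyme blank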
CatS block – human cathepsin S inhibition | recombinant cathepsin S, AMC dipeptide fluorescence, pooled mixtures | 62,000 tested, 0.06% active | AID 501 | inhibition, %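 (tested at 5 µM per compound within 10-compound mixtures)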; in the data active = inhibition above about 32%, passing the limit was not always enough; inconclusive = no clear call, values can overlap the other calls;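 also: 0% = enzyme without compound and 100% = blank without enzyme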
The depositor's hits bear a star; ? = inconclusive; · = no result given. Rule as the data show it, unless noted: active = inhibition above about 20% (passing the limit was not always enough); inactive = the rest.

SMILES | JNK3 blocker | Cathepsin G inh | C1s block | ROCK2 blocker | PKA inh | FXIa inh mix | FXIIa mix inh | CatL inh | CatS block
O=C(O)c1[nH]c2ccccc2c1NS(=O)(=O)Cc1ccccc1 | 5.9 | -3.8 | -5.1 | 5.0 | 11.0 | -0.5 | 1.4 | 2.5 | -2.1
CC1(C)CC(=O)N(CC(=O)NC2CCCC2)c2ccccc2S1(=O)=O | 8.2 | 7.6 | 11.1 | 2.7 | 2.1 | 7.7 | 0.4 | · | -6.5
O=C(CSc1nnnn1C1CCCCC1)NCCc1ccccc1 | -0.7 | 0.8 | -42.7 | 3.6 | 6.0 | 8.5 | 16.6 | 12.7 | 8.1
CC(=O)Nc1ccc(-c2cc(NC(C)=O)n(-c3ccccc3)n2)cc1 | 9.0 | 17.7 | 20.2 | 3.1 | 7.6 | 5.5 | 4.2 | 19.3 | 0.3
Cc1[nH]nc2c1C(c1cccc(O)c1)C1=C(CC(C)(C)CC1=O)N2 (centres undefined) | 16.1 | 8.2 | -2.8 | 1.9 | 8.6 | 9.2 | 10.5 | -12.5 | -0.3
CCn1c(SCc2cc(=O)[nH]c3ccccc23)nc2c1c(=O)n(C)c(=O)n2C | 4.3 | 4.3 | 14.5 | 4.0 | -2.5 | 13.0 | 5.9 | -8.3 | -13.9
O=C(CN1C(=O)C2CC=C(Cl)CC2C1=O)N1CCOCC1 (centres undefined) | -1.6 | 2.4 | -38.5 | 1.4 | 4.4 | -2.6 | -4.7 | -5.8 | -11.5
COc1ccc(C(=O)Cn2nnc(-c3ccccc3NC(=O)C3CC3)n2)cc1 | 2.9 | 0.6 | 4.1 | 3.5 | 7.3 | -1.4 | -19.0 | -5.7 | 12.1
Cc1ccc(S(=O)(=O)NCCC(=O)NCc2ccccc2)cc1 | -6.3 | 1.4 | -10.5 | 4.0 | 2.8 | 0.9 | 2.9 | 8.8 | 19.1
CCc1nn2c(=O)cc(N3CCN(c4cc(C)nc5ccccc45)CC3)nc2s1 | -0.1 | -2.9 | 0.2 | 6.9 | 11.2 | -1.9 | -20.3 | 19.0 | 0.4
CN(CC(=O)N1CCN(c2ccccn2)CC1)S(=O)(=O)c1ccc(Br)cc1 | -1.5 | 10.8 | 14.9 | 6.0 | 6.4 | 1.5 | 9.7 | 5.3 | 0.7
CC1(C)C(c2ccccn2)=[N+]([O-])C(C)(C)N1O | 0.8 | 0.5 | -8.9 | 3.9 | 1.8 | 6.8 | 4.2 | 25.0 | 12.9
CCCCN(C)C(=O)Cn1cnc2sc(C)cc2c1=O | -2.4 | -2.7 | -65.8 | 7.8 | 14.8 | -10.0 | 4.2 | 1.3 | -12.6
Cc1ccccc1Cn1nc(C)c(NC(=O)c2noc3c2CCc2ccccc2-3)c1C | -0.8 | 72.0* | 5.5 | -6.7 | 0.7 | 17.4 | -3.4 | 2.0 | 7.1
CC1(C)OC(=O)C(=CNc2ccccc2)C(=O)O1 | -2.7 | 6.5 | 10.7 | 3.8 | 5.4 | 8.9 | 12.4 | -2.3 | -6.8
CCOC(=O)C(NC(=O)c1ccc(OC)cc1)(N1CCOCC1)C(F)(F)F (centres undefined) | 1.2 | 2.7 | -3.1 | 4.0 | 3.2 | 1.2 | 6.0 | 6.5 | 16.0
Cc1ccc2nc(NC(=O)CCNS(=O)(=O)c3ccc(Br)s3)sc2c1 | -3.3 | -4.0 | -3.3 | 7.2 | 8.7 | -7.8 | -1.2 | 1.7 | -5.2
O=C(CCc1ccccc1)Nc1ncn[nH]1 | 6.3 | 11.4 | -0.7 | 6.9 | 6.4 | 4.6 | 9.0 | 1.3 | -2.6
COC(=O)c1c(C(=O)OC)c2ccncn2c1Cl | · | 0.6 | -25.2 | · | -0.6 | 9.9 | 4.0 | -21.9 | 4.8
Cc1ccc2c(c1)sc1ncc(NC(=O)c3ccccc3)c(=O)n12 | -4.6 | -1.4 | -11.3 | 0.7 | -1.3 | 0.9 | 0.3 | -9.2 | -9.2

Cathepsin G inh: entries above that show a hit.
SMILES | JNK3 blocker | Cathepsin G inh | C1s block | ROCK2 blocker | PKA inh | FXIa inh mix | FXIIa mix inh | CatL inh | CatS block
Cc1ccccc1Cn1nc(C)c(NC(=O)c2noc3c2CCc2ccccc2-3)c1C | -0.8 | 72.0* | 5.5 | -6.7 | 0.7 | 17.4 | -3.4 | 2.0 | 7.1

The listing continues.
SMILES | JNK3 blocker | Cathepsin G inh | C1s block | ROCK2 blocker | PKA inh | FXIa inh mix | FXIIa mix inh | CatL inh | CatS block
COc1ccc(OC)c(S(=O)(=O)Nc2ccccc2C(=O)O)c1 | 4.2 | 5.0 | 6.3 | 2.3 | 7.7 | 12.2 | 10.6 | 7.2 | -6.2
CC(N=Cc1cccc(O)c1O)c1ccccc1 (centres undefined) | -0.7 | 9.5 | 11.2 | 5.8 | 8.8 | 3.6 | -3.6 | 13.0 | 3.3
O=C(c1ccc2c(c1)C(=O)N(Cc1ccco1)C2=O)N1CCOCC1 | -4.2 | 0.5 | -52.9 | 5.9 | 5.8 | -15.2 | 1.4 | 4.0 | -12.3
CN(C)CCCN1C(=O)CSC1c1ccccc1 (centres undefined) | 6.2 | 8.6 | 16.8 | -0.6 | -3.8 | 3.1 | 1.9 | 26.0 | 11.7
Clc1ccc(-c2nnc3ccccn23)cc1 | -0.9 | 0.4 | 3.7 | 6.1 | 1.2 | 5.6 | 3.9 | -3.9 | -5.0
Cc1cc(C)n2nc(C(=O)NCc3ccccc3)cc2n1 | 3.4 | · | -35.1 | 5.4 | 8.1 | · | · | · | ·
CC(=O)N(C)c1ccc(NC(=O)c2ccccc2C(=O)O)cc1 | -1.5 | -2.6 | -1.0 | -1.2 | -3.0 | 10.0 | -3.1 | · | 16.8
COC(=O)C1=C(C)NC(C)=C(C(=O)OC)C1c1ccccc1OCc1c(C)no[n+]1[O-] | -2.9 | 2.3 | -39.8 | 4.0 | 9.9 | -7.2 | -20.9 | -0.5 | 3.4
CCC(Sc1nc(=O)cc(N)n1-c1ccccc1)C(=O)Nc1cc(C)on1 (centres undefined) | -0.2 | -0.9 | -2.6 | -2.0 | -6.3 | 11.7 | -4.1 | · | 14.3
O=C(Nc1ccccc1)c1ccc2nc(-c3ccco3)c(-c3ccco3)nc2c1 | -7.1 | 15.2 | 18.6 | -6.0 | -3.2 | 12.7 | 3.4 | 30.7 | 9.9
CCC1(COC(NC(=O)c2cccnc2)(C(F)(F)F)C(F)(F)F)COC1 | -14.4 | 6.7 | -33.4 | -1.6 | -3.7 | 1.5 | 7.5 | 13.1 | 9.0
Nc1ccc(Cl)cc1/C(=N/O)c1ccccc1 | -5.9 | -1.5 | -0.3 | 0.1 | -4.7 | 8.3 | 1.4 | 7.6 | 5.8
CN(Cc1ccccc1)Cc1c[nH]c2ccccc12 | -1.1 | 15.6 | -0.8 | 6.6 | 4.2 | 8.2 | -20.9 | -1.9 | 3.3
Brc1ccc(-c2noc(COc3ccc4c(c3)CCC4)n2)o1 | -0.7 | 31.0 | 9.4 | -1.3 | 6.6 | 6.6 | 22.9 | 8.3 | -2.1
C=CCn1c(SCC(=O)NCCCC)nc2scc(-c3ccco3)c2c1=O | 1.4 | 13.2 | 16.8 | 3.4 | 9.0 | 5.6 | 0.0 | -3.5 | -9.5
C=CCOC(=O)C(C#N)c1nc2ccccc2nc1N1CCN(c2ccccc2OCC)CC1 (centres undefined) | -0.6 | · | · | 5.6 | 5.5 | · | · | 30.7 | ·
Cc1ccccc1C(=O)N1CCC(C(=O)Nc2ccc(S(=O)(=O)N3CCCC3)cc2)CC1 | 1.2 | 6.9 | 11.1 | 6.1 | 5.8 | 0.2 | 8.6 | 14.2 | 10.1
N#Cc1cc(C(=O)c2cc(Cl)ccc2O)cn(CC2CCCO2)c1=O (centres undefined) | -2.1 | 9.9 | 15.0 | -3.2 | -0.7 | 10.1 | 7.8 | -2.7 | 18.3
O=C(NCC(c1ccc(F)cc1)N1CCOCC1)c1ccc(Br)o1 (centres undefined) | · | 12.6 | 9.6 | · | 7.9 | 0.5 | 5.2 | 18.1 | 1.9
Cc1ccc2c(c1C)NC(C)CC2C (centres undefined) | 2.1 | 4.9 | -11.0 | 2.1 | 2.7 | -4.5 | -0.1 | 0.5 | -1.1

Laid out differently: entries from further up
JNK3 blocker	Cathepsin G inh	C1s block	ROCK2 blocker	PKA inh	FXIa inh mix	FXIIa mix inh	CatL inh	CatS block	compound
-5.9	-1.5	-0.3	0.1	-4.7	8.3	1.4	7.6	5.8	Nc1ccc(Cl)cc1/C(=N/O)c1ccccc1
-1.1	15.6	-0.8	6.6	4.2	8.2	-20.9	-1.9	3.3	CN(Cc1ccccc1)Cc1c[nH]c2ccccc12
-0.7	31.0	9.4	-1.3	6.6	6.6	22.9	8.3	-2.1	Brc1ccc(-c2noc(COc3ccc4c(c3)CCC4)n2)o1
1.4	13.2	16.8	3.4	9.0	5.6	0.0	-3.5	-9.5	C=CCn1c(SCC(=O)NCCCC)nc2scc(-c3ccco3)c2c1=O
-0.6	·	·	5.6	5.5	·	·	30.7	·	C=CCOC(=O)C(C#N)c1nc2ccccc2nc1N1CCN(c2ccccc2OCC)CC1 (centres undefined)
1.2	6.9	11.1	6.1	5.8	0.2	8.6	14.2	10.1	Cc1ccccc1C(=O)N1CCC(C(=O)Nc2ccc(S(=O)(=O)N3CCCC3)cc2)CC1
-2.1	9.9	15.0	-3.2	-0.7	10.1	7.8	-2.7	18.3	N#Cc1cc(C(=O)c2cc(Cl)ccc2O)cn(CC2CCCO2)c1=O (centres undefined)
·	12.6	9.6	·	7.9	0.5	5.2	18.1	1.9	O=C(NCC(c1ccc(F)cc1)N1CCOCC1)c1ccc(Br)o1 (centres undefined)

Remaining list, next part
SMILES | JNK3 blocker | Cathepsin G inh | C1s block | ROCK2 blocker | PKA inh | FXIa inh mix | FXIIa mix inh | CatL inh | CatS block
O=C(CSc1nnc(NC(=O)C2CCC2)s1)NC1CC1 | -1.1 | 53.0 | 14.8 | 4.1 | 5.7 | 11.4 | 11.6 | 8.6 | ?
C/C=C/CSc1nc2c(c(=O)[nH]c(=O)n2C)n1C(C)C | 4.9 | 3.2 | 4.6 | 4.2 | 3.1 | 4.9 | 9.6 | -5.9 | 2.7
CCOC(=O)c1cccc(NC(=O)c2cnc3ccccc3n2)c1 | 6.1 | -0.9 | -5.9 | 7.9 | 5.9 | 4.6 | 9.7 | -2.1 | -6.3
O=c1cc(-c2ccccc2)[nH]c2[nH]n(-c3ccccc3)c(=O)c12 | 1.2 | 9.7 | -13.4 | 7.8 | 7.5 | -7.9 | -2.4 | 22.6 | 6.3
Cc1nc(SCc2nnc(-c3ccc(Cl)cc3)o2)c2c3c(sc2n1)CCC3 | 0.2 | -1.4 | -31.6 | 3.9 | 5.2 | 5.9 | -0.9 | · | 15.8
COc1ccc(NC(=O)c2cc(CC(C)C)on2)cc1OC | -1.9 | 9.2 | -1.1 | 5.0 | 2.9 | -5.4 | 4.2 | · | 8.7
CCc1nc2ccccc2c(=O)n1NC(=O)c1c(O)c2cccc3c2n(c1=O)CCC3 | -6.3 | -4.7 | -2.0 | -3.6 | 4.6 | 4.7 | -14.2 | 8.8 | -2.1
O=C(Nc1ccc2c(c1)OCCO2)c1cncc(Br)c1 | 2.4 | 7.3 | 6.6 | 7.4 | 8.3 | 6.1 | 5.3 | 9.5 | -7.4
Cc1ccc(-c2noc(CCC(=O)Nc3ccccc3C)n2)cc1 | 0.3 | -7.9 | -9.2 | -2.2 | -1.5 | 1.0 | 0.2 | -2.5 | -3.0
CCNC(=O)N(C)c1nncnc1C(=O)NC | 1.8 | 9.2 | -3.7 | -2.4 | -6.8 | 14.7 | 5.7 | -5.7 | 5.2
CN(C(=O)C1CCOC1)c1nnc(-c2cnccn2)s1 (centres undefined) | 1.7 | 9.5 | 7.6 | -1.4 | 2.0 | 7.2 | 2.5 | 13.5 | -15.8
Cc1ccc2sc(NC(=O)CN3C(=O)CCC3=O)nc2c1C | -3.3 | 4.8 | 13.2 | 4.3 | 6.2 | 1.5 | 4.8 | · | 7.2
Cc1cccc(-n2c(N)cc(=O)nc2SC(C)C(=O)NC2CCCCC2)c1 (centres undefined) | 3.6 | 9.6 | 7.9 | 2.1 | 3.1 | 4.7 | -0.9 | 5.2 | -7.7
